Tb PFK inh: inhibitors of T. brucei phosphofructokinase | O15648 | AID 485367 | T. brucei PFK, ADP-Glo luminescence | Potency, µM (doses to about 57.5 µM), for inactives: at the top dose activity, negative = inhibition, hits mostly inhibitors | 330,000 tested, 0.17% active;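 also: potency is read from the fitted curve at half-maximal effect; 0% = uninhibited 1x PFK enzyme wells and -100% = no-enzyme wells; nearly all actives have a fitted effect of over 60% in size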
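1.25 nM PFK with 0.5 mM F6P and 0.1 mM ATP in 0.1 M TEA pH 8.0, 5 mM MgCl2, incubated 45 min at room temperature; ADP measured by ADP-Glo luminescence; compounds titrated up to 57 uM.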
TCR activator: activates T cell receptor signaling | AID 504894 | primary human leukocytes, anti-CD3, IL-2 HTRF, 48 h | 330,000 tested, under 10 active | Potency, µM (doses to about 9.22 µM), without a hit: at the highest dose activation of IL-2 secretion, hits mostly activators; also: % of control where 0% means no effect
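48 hr co-incubation of compounds, a-CD3 beads and primary human leukocytes; IL-2 quantified homogeneously by HTRF with anti-IL-2 K and d2 conjugates.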
Eya2 phos inh: blocks the phosphatase activity of human Eya2; Potency, µM (doses to about 76.9 µM), without a hit: at the top dose activity, negative = inhibition, actives largely listed as inhibitors; 330,000 tested, 0.006% active; recombinant Eya2, OMFP fluorescence dephosphorylation (OMFP is methylfluorescein phosphate); also: potency is read from the fitted curve at half-maximal effect; % is scaled to controls: 0 for no effect and ±100 for the full control effect
Target sequence (O00167 whole entry, looked up): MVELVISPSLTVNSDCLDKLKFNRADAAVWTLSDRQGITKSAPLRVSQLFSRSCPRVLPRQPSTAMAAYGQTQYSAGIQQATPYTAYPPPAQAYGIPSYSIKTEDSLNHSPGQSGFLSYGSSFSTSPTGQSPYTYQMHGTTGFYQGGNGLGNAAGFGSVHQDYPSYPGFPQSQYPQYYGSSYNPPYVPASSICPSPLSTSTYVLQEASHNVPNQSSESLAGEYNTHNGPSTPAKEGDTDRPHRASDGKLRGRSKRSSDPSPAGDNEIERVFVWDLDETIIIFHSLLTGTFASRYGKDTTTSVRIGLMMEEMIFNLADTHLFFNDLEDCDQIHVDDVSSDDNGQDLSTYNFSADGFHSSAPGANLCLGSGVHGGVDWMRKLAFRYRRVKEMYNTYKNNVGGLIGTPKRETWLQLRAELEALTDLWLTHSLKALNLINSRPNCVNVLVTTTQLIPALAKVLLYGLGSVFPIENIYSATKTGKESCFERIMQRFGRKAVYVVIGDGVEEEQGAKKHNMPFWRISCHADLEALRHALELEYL
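Eya2 protein (added as 0.2 uM solution) was preincubated with compound for 10 min at ambient temperature in 50 mM HEPES pH 7.5, 50 mM NaCl, 5 uM MgCl2, 0.05% BSA, 1 mM DTT. OMFP (added at 50 uM) then reacted 10 min; fluorescence read at 485/525 nm.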
Integrin act MD: integrin-mediated muscular dystrophy alleviation activation | alpha7betagal myoblasts, beta-gal FDG fluorescence, 48 h | Potency, µM (highest dose often 38.3 µM), inactives show at the top dose activation, usual class: activators | 350,000 tested, 0.064% active;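 also: potency is read from the fitted curve at half-maximal effect; 100% = response of the positive control SU9516; nearly all actives have a fitted effect of over 60% in size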
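Alpha7betagal+/- myoblasts (passage 13) were plated 16-24 hr, then exposed to compounds (1:260 dilution of DMSO stock) for 48 hours at 37C. After MPER lysis, β-galactosidase reporter activity was read as FDG fluorescence (ex 480/em 540) after 30 minutes.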
Mito fusion act: blocks mitochondrial division or promotes mitochondrial fusion | S. cerevisiae fusion-defective mutant growth rescue, CellTiterGlo 48 h | Potency, µM (doses to about 46.1 µM), for inactives: top-dose growth rescue (activation), hits mostly activators | 320,000 tested, 0.23% active;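 also: potency is read from the fitted curve at half-maximal effect; % of control where 0% means no effect; nearly all actives have a fitted effect of over 45% in size; temperature-sensitive fusion mutants such as fzo1-1 at 37 °C on non-fermentable ethanol glycerol medium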
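Temperature-sensitive fusion-defective S. cerevisiae (e.g. fzo1-1, mgm1-5) were grown with compound in YPEG medium (3% ethanol, 3% glycerol) for 48 hours at 37C. Growth rescue was measured as viability by CellTiterGlo luminescence after 10 minutes at ambient.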
TSHR antagonist: blocks TSH signaling through the human TSH receptor; TSHR-expressing cells, TSH-stimulated cAMP HTRF, 2 h; active compounds read low; AID 504810; 330,000 tested, 0.2% active; activity change, negative = inhibition, % at 11.5 µM;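 active = activity change below a set negative limit, meaning inhibition stronger than a set level, cut at about -70% in these data; inconclusive = activity change between two set negative limits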; also: % is scaled to controls: 0 for no effect and ±100 for the full control effect
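Competitive HTRF cAMP read-out (cryptate anti-cAMP antibody, cAMP-d2; 30 min, room temperature) in freshly harvested TSHR cells. Compounds added before TSH at EC80 (4nM final), followed by 2 hours' incubation at 37 deg C.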
TSG101-PTAP inh: blocks PTAP/TSG101 interaction to inhibit HIV-1 budding; Fluorescence polarization, FITC-PTAP peptide / Tsg101 binding; Potency, µM (titrated, usually from 115 µM), for inactives: top-dose activity change, negative = inhibition, actives largely listed as inhibitors; 340,000 tested, under 10 active; active = well fitted inhibition curve with a large enough effect in the main read-out, with a control signal flat, not every such curve was filed as active; inconclusive = small, poorly fitted or top-dose-only effect, or effect the other way, or a change in a side signal; inactive = no such curve, though single readings can be large or run the other way; also: potency is read from the fitted curve at half-maximal effect; % of control where 0% means no effect
Target sequence (Q99816 whole entry, looked up): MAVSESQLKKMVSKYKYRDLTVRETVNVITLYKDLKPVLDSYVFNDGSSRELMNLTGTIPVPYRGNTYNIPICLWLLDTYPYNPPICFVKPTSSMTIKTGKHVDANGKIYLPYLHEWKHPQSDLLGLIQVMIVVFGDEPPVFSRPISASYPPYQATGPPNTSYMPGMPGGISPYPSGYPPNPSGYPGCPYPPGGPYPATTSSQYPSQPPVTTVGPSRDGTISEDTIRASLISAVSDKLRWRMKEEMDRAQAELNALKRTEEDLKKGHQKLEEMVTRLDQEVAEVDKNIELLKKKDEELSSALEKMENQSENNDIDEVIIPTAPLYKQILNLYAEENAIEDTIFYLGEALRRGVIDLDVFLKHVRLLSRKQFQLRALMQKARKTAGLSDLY
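Fluorescence polarization binding of Tsg101 binding domain (10 uM final) to FITC-labeled PTAP peptide (50 nM final) in HEPES pH 7.5 buffer with NaCl, Tween 20, EDTA, TCEP. Compounds added before peptide; binding 20 min at RT.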
ELG1 repair inh: inhibitors of ELG1-dependent DNA repair in HEK293T cells; HEK293T ELG1-luciferase reporter, luminescence, 16 h; DNA damage induced by 5-fluorouridine; Potency, µM (top dose mostly 46.1 µM), inactives show top-dose activity change, negative = inhibition, most hits filed as inhibitors; 330,000 tested, 2.3% active; also: potency is read from the fitted curve at half-maximal effect; % is scaled to controls: 0 for no effect and ±100 for the full control effect; nearly all actives have a fitted effect of over 55% in size
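Reporter activity after DNA damage by 5-fluorouridine is monitored. Compound-treated cells incubate 16 hr at 37 °C, then ONE-Glo is added for 30 min before luminescence reading.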
AT treatment: potential ataxia-telangiectasia treatments restoring KAP-1 phosphorylation; AID 485349; 320,000 tested, 0.19% active; Potency, µM (series often up to 57.5 µM), inactives show at the top dose activation, hits mostly activators; […] A-T fibroblasts, KAP-1 phosphorylation AlphaLISA; neocarzinostatin DNA damage 30 min before lysis; also: potency is read from the fitted curve at half-maximal effect; % of control where 0% means no effect; nearly all actives have a fitted effect of over 45% in size
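hTERT-immortalized A-T patient fibroblasts ([…]), 500 cells/well in OPTI-MEM, 1% FBS, got compounds for 60 min, then NCS for 30 min at 37C. Lysates were then assayed for phospho-KAP-1 by AlphaLISA (anti-pKAP1 donor, anti-KAP1 acceptor beads), 6 hr at 25C.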
S-ASM inh: human S-ASM enzyme inhibition; P17405; placental ASM, HMU-PC fluorogenic substrate, 60 min; Potency, µM (doses to about 57.5 µM), for inactives: at the highest dose activity change, negative = inhibition, actives largely listed as inhibitors; 340,000 tested, 0.006% active; AID 504937; also: potency is read from the fitted curve at half-maximal effect
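Human placenta-derived ASM enzyme was preincubated with compound for 10 minutes at room temperature, then given fluorogenic substrate HMU-PC0 (9 uM final) for 60 minutes at 37 °C; a pH 10 stop preceded fluorescence reading at Ex 386/Em 447 nm.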
BCR signal inh: chronic active BCR signaling inhibition. ABC-DLBCL IkBa-CBG/CBR reporter, luminescence ratio, 4 h. Potency, µM (series often up to 46.1 µM), without a hit: top-dose ratio change, negative = lower green/red ratio, most hits filed as inhibitors. 340,000 tested, 0.05% active. AID 493014; active = well fitted inhibition curve with a large enough effect in the signal ratio, with a control signal flat, not every such curve was filed as active; inconclusive = small, poorly fitted or top-dose-only effect, or effect the other way, or a change in a side signal; the % refers to the signal ratio;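 also: potency is read from the fitted curve at half-maximal effect; plate controls were basal doxycycline-induced cells for no effect and cells given 10 µM MG132 for full effect; MG132 reads +100%, hits lower the ratio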
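TMD8 ABC-DLBCL cells carrying doxycycline-inducible green luciferase fused to IkappaBalpha plus unfused red luciferase were exposed to compounds (up to 46 uM) for 4 hrs at 37C. Activity came from the overlap-corrected green/red luminescence ratio.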
The depositor's hits bear a star; & = joins results of further samples; [ ] = dose if it differs, or a comment. Unless noted, calls follow the shape of the dose curve; as a rule, active = well fitted curve in the direction sought with a large enough effect; inconclusive = small, poorly fitted or top-dose-only effect, or another doubt; inactive = no such curve, though single readings can be large; an effect the other way counts as inactive or inconclusive.

Screening NS(=O)(=O)c1ccc(NS(=O)(=O)c2ccc(NC(=O)c3ccc(-c4ccccc4)cc3)cc2)cc1 returned Tb PFK inh 0%, TCR activator 2%, Eya2 phos inh -3%, Integrin act MD 10%, Mito fusion act -2%, TSHR antagonist -6, TSG101-PTAP inh -5%, ELG1 repair inh 2%, AT treatment 3%, S-ASM inh -2% and BCR signal inh -9%.
CCC(=O)Nc1cccc(-c2ccc(N3CCC(C)CC3)nn2)c1 was read as Tb PFK inh -3%, TCR activator 1%, Eya2 phos inh -3%, Integrin act MD -6%, Mito fusion act 32%, TSHR antagonist 5, TSG101-PTAP inh 27%, ELG1 repair inh inconclusive, AT treatment 4%, S-ASM inh 8% and BCR signal inh inconclusive.
For C=CCn1c(CNS(=O)(=O)c2ccc(F)cc2)n[nH]c1=S the results were Tb PFK inh -18%, TCR activator -3%, Eya2 phos inh 0%, Integrin act MD -23%, Mito fusion act 5%, TSHR antagonist 45, TSG101-PTAP inh 0%, ELG1 repair inh 1%, AT treatment 3%, S-ASM inh 4% and BCR signal inh 1%.
For CC[C@]12c3[nH]c4ccccc4c3CCN1C(=O)C(CC(=O)NCCCOC)C[C@@H]2C(=O)N1CCN(C(=O)C2CC2)CC1 (some centres undefined) the results were Tb PFK inh 0%, TCR activator -3%, Eya2 phos inh -1%, Integrin act MD -2%, TSHR antagonist -18, TSG101-PTAP inh -1%, ELG1 repair inh 7%, AT treatment 15%, S-ASM inh 5% and BCR signal inh -1%.
`COC(=O)C1=C(C(=O)OC)[C@@H]2N(C)c3ccc(OC)cc3[C@@]23C[C@@H](C(=O)OC)N(C(=O)C2CCC2)C3=N1` gave Tb PFK inh -2%, TCR activator 11%, Eya2 phos inh -7%, Integrin act MD -15%, Mito fusion act -9%, TSHR antagonist 0, TSG101-PTAP inh -1%, ELG1 repair inh 6%, AT treatment -10%, S-ASM inh -1% and BCR signal inh inconclusive.
Screening Cc1c(Cl)ccc(S(=O)(=O)Nc2cccnc2)c1Cl returned Tb PFK inh 5%, TCR activator 7%, Eya2 phos inh 5%, Integrin act MD -10%, Mito fusion act 9%, TSHR antagonist -24, TSG101-PTAP inh -7%, ELG1 repair inh 0%, AT treatment 12%, S-ASM inh 4% and BCR signal inh 3%.
O=S(=O)(NC1CCCCC1N1CCN(c2ccccc2F)CC1)c1ccc(Cl)cc1 (centres undefined) was read as Tb PFK inh 4%, TCR activator 11%, Eya2 phos inh 0%, Integrin act MD -32%, Mito fusion act -7%, TSHR antagonist -19, TSG101-PTAP inh 2%, ELG1 repair inh -6%, AT treatment 7%, S-ASM inh 0% and BCR signal inh inconclusive.
For COc1ccccc1Nc1ncnc2ccccc12 the results were Tb PFK inh 3%, TCR activator -4%, Eya2 phos inh 8%, Integrin act MD 3%, Mito fusion act 1%, TSHR antagonist -4, TSG101-PTAP inh -1%, ELG1 repair inh -2%, AT treatment 24%, S-ASM inh 0% and BCR signal inh -1%.
For CN(C)c1ccc(N=Nc2ccccc2C(=O)OCC(=O)N(C)c2ccccc2)cc1 the results were Tb PFK inh -3%, TCR activator 2%[46.1 µM], Eya2 phos inh -7%, Integrin act MD -23%, Mito fusion act 21%, TSHR antagonist 22, TSG101-PTAP inh 0%, ELG1 repair inh 13µM*, AT treatment 0%, S-ASM inh -15% and BCR signal inh 4%.
CCOC(=O)c1ccc2[nH]cc(C(C)=O)c(=O)c2c1 was read as Tb PFK inh 24%, TCR activator 6%[46.1 µM], Eya2 phos inh -2%, Integrin act MD -6%, Mito fusion act 4%, TSHR antagonist 13, TSG101-PTAP inh -3%, ELG1 repair inh 10%, AT treatment -4%, S-ASM inh 45%[activator] and BCR signal inh 7%.
`O=C(COC(=O)CC12CC3CC(CC(C3)C1)C2)Nc1ncc(Cl)cc1Cl` gave Tb PFK inh -1%, TCR activator 2%, Eya2 phos inh -6%, Integrin act MD -29%, Mito fusion act 25%, TSHR antagonist -16, TSG101-PTAP inh -8%, ELG1 repair inh inconclusive, AT treatment -1%, S-ASM inh -4% and BCR signal inh 22%.
`COc1ccc(S(=O)(=O)N2CCCCC2)cc1NC(=O)c1cncc(Br)c1` gave Tb PFK inh 0%, TCR activator -6%, Eya2 phos inh -18%, Integrin act MD 8%, Mito fusion act -1%, TSHR antagonist -19, TSG101-PTAP inh -13%, ELG1 repair inh 2%, AT treatment 8%, S-ASM inh -2% and BCR signal inh -1%.
`CCOCCCNC(=S)N1CCN(CC)CC1` gave Tb PFK inh 3%, TCR activator 0%, Eya2 phos inh 1%, Integrin act MD -7%, Mito fusion act 2%, TSHR antagonist -5, TSG101-PTAP inh -7%, ELG1 repair inh 4%, AT treatment -1%, S-ASM inh 4% and BCR signal inh 3%.
`Nn1nnc2ccccc21` gave Tb PFK inh -1%, TCR activator -3%, Eya2 phos inh 1%&9%, Mito fusion act -2%&-2%, TSHR antagonist -4&5, TSG101-PTAP inh 0%, ELG1 repair inh 5%, AT treatment -5%, S-ASM inh -6% and BCR signal inh 2%.
`C=CCSc1nnc(-c2cc(C(C)(C)C)nn2Cc2ccc(F)cc2)n1C` gave Tb PFK inh 2%, TCR activator -70%, Eya2 phos inh 8%, Integrin act MD 18%, Mito fusion act 3%, TSHR antagonist -2, TSG101-PTAP inh -5%, ELG1 repair inh -21%, AT treatment 9%, S-ASM inh -1% and BCR signal inh inconclusive.
O=C(CCc1nnc(C2CCCCC2)o1)N1CCN(C2CCCCC2)CC1 was read as Tb PFK inh 1%, TCR activator 11%, Eya2 phos inh 3%, Integrin act MD -1%, Mito fusion act 3%, TSHR antagonist 2, TSG101-PTAP inh -2%, ELG1 repair inh 9%, AT treatment -8%, S-ASM inh 0% and BCR signal inh 3%.
Screening COc1ccc(-c2csc(NC(=O)CN3C(=O)CCC3=O)n2)c(OC)c1 returned Tb PFK inh 0%, TCR activator 3%[46.1 µM], Eya2 phos inh 1%, Integrin act MD -4%, Mito fusion act -2%, TSHR antagonist 2, TSG101-PTAP inh -2%, ELG1 repair inh 8%, AT treatment -7%, S-ASM inh -1% and BCR signal inh 8%.
CCN1CCN(c2ccc(S(=O)(=O)N3CCOCC3)cc2NC(=O)CCOc2ccccc2)CC1 was read as Tb PFK inh 0%, TCR activator -4%, Eya2 phos inh -3%, Integrin act MD inconclusive, Mito fusion act 0%, TSHR antagonist -7, TSG101-PTAP inh 0%, ELG1 repair inh 12%, AT treatment 1%, S-ASM inh 4% and BCR signal inh 2%.
COc1ccc(CC(=O)NCCS(=O)(=O)N2CCN(c3ccc(F)cc3)CC2)cc1OC was read as Tb PFK inh 0%, TCR activator -1%, Eya2 phos inh -6%, Integrin act MD 2%, Mito fusion act 3%, TSHR antagonist -18, TSG101-PTAP inh 0%, ELG1 repair inh -17%, AT treatment -2%, S-ASM inh 0% and BCR signal inh -1%.
Cc1cc(OCC(=O)N(C)c2c(N)n(Cc3ccccc3)c(=O)[nH]c2=O)c(C(C)C)cc1Cl was read as Tb PFK inh 17%, TCR activator -3%, Eya2 phos inh -23%, Integrin act MD 14%, Mito fusion act 0%, TSHR antagonist 13, TSG101-PTAP inh -3%, ELG1 repair inh 4%, AT treatment 1%, S-ASM inh 5% and BCR signal inh inconclusive.

Source: PubChem (National Center for Advancing Translational Sciences (NCATS))
